Screens deposited in PubChem BioAssay by National Center for Advancing Translational Sciences (NCATS).
Lipid storage S3: qHTS Assay for Lipid Storage Modulators in Drosophila S3 Cells. Drosophila S3 cells, BODIPY lipid droplet fluorescence, 18-24 h; cells fed with added oleic acid. lipid storage change, negative = inhibition, % at the top dose, mostly 46.1 µM; hits show Potency in µM. 320,000 compounds, 0.64% hits; active = well fitted inhibition curve with a large enough effect in the signal ratio, with a control signal flat, not every such curve was filed as active; inconclusive = small, poorly fitted or top-dose-only effect, or effect the other way, or a change in a side signal; the % refers to the signal ratio
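Drosophila S3 cells got compounds at several concentrations plus oleic acid (400 uM solution). Laser-scanning cytometry with 488 nm excitation read lipid droplets at 500-530 nm and cells at 575-640 nm. Percent activity was relative to 20 uM Triacsin C.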
Lipid storage S3 cell count max: also measured in Lipid storage S3; calls as there; cell number change, %; measured here: cell count max response;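 cells counted by Cell Tracker Red CMTPX staining in the red channel; peak over a dose series mostly up to 46.1 µM; percent activity relative to internal control wells on each plate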
* marks the source's active call; other numbers are inactive results; i = inactive; ? = inconclusive; · = no result given; [ ] = dose if it differs, or a comment. % is scaled to controls: 0 for no effect and ±100 for the full control effect; potency is read from the fitted curve at half-maximal effect. These rows are one share of the data; rates above refer to the full screens.

SMILES	Lipid storage S3	Lipid storage S3 cell count max
O=C(Nc1cc(N2CCCCC2)ncn1)c1ccccc1	?	·
C/C=C/Cn1c(Br)nc2c1c(=O)n(C)c(=O)n2C	i	18
CS(=O)(=O)c1ccc(C(=O)Nc2cc(S(C)(=O)=O)ccc2Cl)cc1	6%	-10
O=C(CSc1ccccc1)N(c1ccc(Br)cc1)c1nccs1	14%	1
COc1ccc(C(=O)/C=C/N2CCCCC2)cc1OC	?	·
O=[N+]([O-])c1ccc2nc(CN3CCCCC3)[nH]c2c1	9%	-7
O=C(Nc1nnc(S(=O)(=O)N2CCN(c3ccc(F)cc3)CC2)s1)c1ccco1	?	·
CCOC(=O)COc1ccc2c(c1)c(C(C)=O)c(C)n2-c1ccccc1	-6%	2
O=C(O)C1CC(=O)N(c2ccc(OCc3ccccc3)cc2)C1 (stereo not drawn)	i	·
CC(C)Cn1c(SCC#N)nc2ccccc2c1=O	16%	-20

Profiles, looked up by structure. Screens in order: Lipid storage S3, Lipid storage S3 cell count max
COc1ccc(C(=O)/C=C/N2CCCCC2)cc1OC across the screens: ?, ·
O=C(Nc1nnc(S(=O)(=O)N2CCN(c3ccc(F)cc3)CC2)s1)c1ccco1 across the screens: ?, ·

(further entries)
SMILES	Lipid storage S3	Lipid storage S3 cell count max
CCN(CC)c1cc(Cl)nc(N)n1	10%	23
O=C(Nc1ccc(-c2nnc(-c3ccco3)o2)cc1)C(c1ccccc1)c1ccccc1	?	·
CCNC(=O)NC(=O)C(C)OC(=O)Cc1coc2cc3c(cc12)CCC3 (stereo not drawn)	-1%	·
Cc1ccc(-n2[nH]c(C)c(C=Nc3ccc4[nH]c(=O)[nH]c4c3)c2=O)cc1C	22%	-21
Cc1ccc(Nc2n[nH]c(C)c2[N+](=O)[O-])cc1	3%	1
COc1ccc(S(=O)(=O)N2CCN(CC(=O)Nc3cccc(F)c3)CC2)cc1	-15%	7
CCc1ccc(NC(=O)C(=O)N/N=C(\C)CC(=O)NCCOC)cc1	-7%	-16
CCCCc1nc2cc(C(=O)NCc3cn(C)nc3C)ccc2o1	i	·
O=C(CC1CCCC1)NCCc1cn2ccccc2n1	?	·
Cc1onc(-c2c(F)cccc2Cl)c1C(=O)NCc1ccc(S(N)(=O)=O)cc1	?	·
CC(=O)c1ccc(C(=O)N2CCc3c([nH]c4ccccc34)C2c2cccc(C)n2)s1 (stereo not drawn)	-2%	1
CCCc1cc(=O)oc2cc(OCC(=O)N3CCOCC3)c(Cl)cc12	?	·
C#CCOCCOCCOCCNc1nc(N2CCN(C(=O)C([C@@H](C)CC)n3cc(C(N)Cc4ccc(O)cc4)nn3)CC2)nc(N2CCN(C(=O)[C@H](CCC(=O)O)n3cc(C(N)Cc4ccc(O)cc4)nn3)CC2)n1 (stereo partly drawn)	-11%	9
O=C(O)c1[nH]c2ccc(Br)cc2c1CCN1C(=O)c2cccc([N+](=O)[O-])c2C1=O	-34%	-24
NS(=O)(=O)c1cccnc1Nc1c(Cl)cccc1Cl	?	·
O=S(=O)(c1cccc(-c2nnc3n2CCCCC3)c1)N1CCOCC1	?	·
CNC(=S)NNC(=O)c1sccc1OCc1ccccc1	?	·
COC(=O)c1ccsc1NC(=O)CN1CCN(Cc2ccc3c(c2)OCO3)CC1	1%	-7
Cc1ccc(SCC(=O)NC(C)c2ccccc2)cc1 (stereo not drawn)	?	·
Cc1ccc(NC(=O)Cn2c(CCC(=O)O)ccc2-c2cccs2)cc1Cl	?	·
COc1ccccc1N1CCN(CC(=O)Nc2ccccc2C(=O)NC(C)c2ccccc2)CC1 (stereo not drawn)	?	·
O=C(NCCCCCCNC(=O)OCCO)OCCO	-2%	-2
Cc1cccc(C)c1NC(=O)C[n+]1cc(-c2ccccc2)n2c1CCC2	-9%	19
CCOC(=O)C1CCN(C(=O)/C(=C/c2ccccc2)NC(=O)c2ccccc2)CC1	?	·
CC(=O)Oc1ccc2oc(=O)c3c(c2c1)CCCN3C(=O)CN1CCN(c2ncccn2)CC1	?	·
O=C(Nc1ccc2c(c1)CCC2)c1ccc(F)c(S(=O)(=O)N2CCOCC2)c1	19%	3
Cc1c(C)n(Cc2ccccc2)c2ccc(C(=O)OCCCN(C)C)cc12	4%	-8
C/C(N)=C(/C#N)C(=O)CSc1nnc(COc2ccccc2Cl)o1	?	·
Cc1cccc(C)c1NC(=O)C1c2ccccc2Oc2ccccc21	?	·
CCOc1ccccc1NC(=O)c1ccc(S(=O)(=O)N2CCCCC2)cc1	?	·
Cc1cc(=O)n(CC=C(Cl)Cl)c2ccccc12	?	·
Cc1csc(NC(=O)C2CCCN(S(=O)(=O)c3ccc(Br)s3)C2)n1 (stereo not drawn)	?	·
Cc1ccc(S(=O)(=O)N2CCC(C(=O)OCc3c(C)noc3C)CC2)cc1C	i	-4
CCC(C)(C)NC(=O)Nc1cc(Cl)ccc1OC	?	·
CCN(CC)CC(=O)Nc1ccc(C)cc1Br	?	·
Cc1cc(NS(=O)(=O)c2ccc(NC(=O)C(CC(C)C)N3C(=O)c4ccccc4C3=O)cc2)nc(C)n1 (stereo not drawn)	?	·
O=c1oc(-c2ccc([N+](=O)[O-])cc2)nc2ccc(O)cc12	-37%	·
COc1cc(C(=O)Nc2nnc(SCC(=O)NCC3CCCO3)s2)cc(OC)c1OC (stereo not drawn)	?	·
Cc1ccc(C2C(C#N)=C(N)N(c3cccnc3)C3=C2C(=O)CCC3)s1 (stereo not drawn)	3%	14
COc1ccc(/C(C)=N/NC(=O)CNC(=O)C(c2ccccc2)c2ccccc2)c(OC)c1	24%	2
Cc1ccccc1NC(=O)Nc1ccc(C(F)(F)F)cc1	?	·
Cn1c(=O)cc(N2CCCCC2)[nH]c1=O	1%	19
O=C(O)CC(CC(=O)N1CCOCC1)c1ccccc1 (stereo not drawn)	-5%	5
Nc1nc(Nc2ccccc2Cl)cc(=O)[nH]1	?	·
O=C(CSc1ncn[nH]1)Nc1ccccc1Sc1ccc(Cl)cc1	-2%	-6
COc1ccc(/C=N/Nc2nc(=O)[nH]nc2C)cc1[N+](=O)[O-]	4%	-17
COC(=O)c1ccc(NC(=O)C(=O)N2CCN(C(=S)NCCc3ccccc3)CC2)cc1	-7%	-17
COc1ccccc1NC(=O)CON=C(N)CC(=O)NC1CCCCC1	-12%	-10
CCCOc1cccc(C2C(C(=O)c3ccco3)=C(O)C(=O)N2CCN(CC)CC)c1 (stereo not drawn)	?	·
CC(C)(C)c1ccc(NC(=O)C(=O)C2C(=O)Nc3ccccc32)cc1 (stereo not drawn)	5%	·

Next part:
SMILES	Lipid storage S3	Lipid storage S3 cell count max
O=C(NCc1ccco1)C(c1ccccc1)N(C(=O)Cc1cccs1)c1ccccc1 (stereo not drawn)	0%	-23
Cc1ccc(-n2nnc(-c3nccn3C)n2)cc1	8%	9
Nc1cc(=O)n(Cc2ccccc2)c(=O)n1-c1ccc(Cl)cc1	4%	5
C=CC[N+]1(CC#CCOC(c2ccccc2)c2ccccc2)CCOCC1	i	·
COC(=O)c1sc(C(C)(C)C)cc1CSc1ccccc1	?	·
Cc1ccc(S(=O)(=O)/N=S(\C)CC2CC2(Cl)Cl)cc1 (stereo not drawn)	?	·
Cc1ccc(NC(=O)C2CCN(S(=O)(=O)c3ccc(N4CCCC4=O)cc3)CC2)cc1Cl	?	·
CC1CCc2c(nc3sc4c(c3c2N)CCCC4)C1 (stereo not drawn)	-6%	2
Cc1ccc(NC(=O)c2ccc([N+](=O)[O-])cc2Cl)nc1	3%	-1
COc1ccccc1OCCOc1ccc(/C=N/n2cnnc2)cc1	?	·
C=CCNC(=S)/N=c1/ccccn1Cc1ccccc1	i	-23
O=C(COc1cccc([N+](=O)[O-])c1)N/N=C/c1ccco1	9%	15
COc1cc(C)ccc1S(=O)(=O)N1CCCCCC1	21%	5
Clc1ncn(CCOc2ccccc2)c1Cl	?	·
Nc1nc(SCc2ccccc2Cl)nc2nc3c(cc12)CCCC3	0%	-12
COC(=O)C1c2ccccc2-c2ccccc21	-6%	-6
Oc1ccccc1CN1CCCN(Cc2ccccc2O)C1	?	·
O=C(Cc1ccc(Cl)cc1)NCCCNC(=O)c1cccnc1	i	23
COc1ccc(NC(=S)NC(=O)c2cc3ccccc3o2)c(OC)c1	?	·
FC(F)(F)c1nnc2ccc(N3CCCCCC3)nn12	?	·

Laid out differently: results already given
| smiles | Lipid storage S3 | Lipid storage S3 cell count max |
| --- | --- | --- |
| Cc1ccc(-n2[nH]c(C)c(C=Nc3ccc4[nH]c(=O)[nH]c4c3)c2=O)cc1C | 22% | -21 |
| C/C=C/Cn1c(Br)nc2c1c(=O)n(C)c(=O)n2C | i | 18 |

(listing goes on)
SMILES	Lipid storage S3	Lipid storage S3 cell count max
O=C(O)c1cccc2c1C(=O)c1cc(Br)ccc1S2(=O)=O	?	·
CCOC(=O)C1CCCN(c2c(N3CCN(c4ccccn4)CC3)c(=O)c2=O)C1 (stereo not drawn)	?	·
COc1ccc(Oc2ccc(C(F)(F)F)cc2N)cc1	0%	-9
COc1ccc(C2Nc3ccccc3C(=O)N2c2ccccc2)cc1COc1ccccn1 (stereo not drawn)	3%	-3
COc1ccc(CNC(=O)CNC(=O)CNS(=O)(=O)c2ccc(C)c(C)c2)cc1	?	·
COc1ccc(N2CCN(CCNS(=O)(=O)c3ccc(C)cc3)CC2)cc1	i	-4
COc1ccc(N2C(=O)C(CC(=O)Nc3ccc(F)cc3)N(CCc3ccc(OC)c(OC)c3)C2=O)cc1 (stereo not drawn)	6%	21
O=C(CN1CCN(S(=O)(=O)c2ccc(F)c(Cl)c2)CC1)N1CCOCC1	2%	0
CCOC(=O)C1CCN(c2ccc(C(N)=O)cc2[N+](=O)[O-])CC1	-4%	-15
CC(O)(C#CCN1CCOCC1)c1ccccc1 (stereo not drawn)	?	·
CCCCCCOc1ccc(C(CC(=O)O)C(N)=O)cc1 (stereo not drawn)	?	·
COc1cc(Cl)c(NS(=O)(=O)c2c(C(=O)N3CCCC3)c(C)n(C)c2C)c(OC)c1	?	·
CN(Cc1ccccc1)Cc1nc2c(c(=O)n(C)c(=O)n2C)n1Cc1ccc(F)cc1	?	·
COc1cccc(C(=O)N2CCN(c3ncccn3)CC2)c1	-16%	·
CC(C)c1cc(N=NC(N)=O)cc(C(C)C)c1O	-7%	-15
CC(C)(C)NC(=O)COC(=O)c1ccccc1C(=O)c1ccccc1	?	·
Cc1ccccc1OC(C)C(=O)Nc1ccc2c(c1)OCO2 (stereo not drawn)	i	-5
COc1cc(OC)cc(C(=O)NCC(=O)OCC(=O)c2cc(OC)ccc2OC)c1	23µM*	-7.2*
CC(C)CNC(=O)N1c2ccccc2Sc2ccccc21	1%	1
O=S(=O)(/C=C/c1cccc(Br)c1)N1CCOCC1	i	23
O=C(Nc1ccccc1)C1=C[C@@H](c2ccc(Br)cc2)C[C@@H](OCCCCO)O1	4%	7
COc1ccccc1C(=O)OCC(=O)Nc1cccc(S(=O)(=O)N2CCCC2)c1	?	·
CC(=O)Nc1cccc(C(=O)OCc2ccc(C(=O)Oc3ccc(Cl)cc3)cc2)c1	?	·
CCO[C@H]1OC(C(=O)Nc2ccccc2)=C[C@@H](c2ccc(Br)cc2)[C@@H]1CCCO	?	·
CSc1ccccc1NC(=O)CSc1nncs1	?	·
COc1ccc(NC(=O)CSCC(=O)Oc2c(OC)cccc2OC)cc1	?	·
CCOC(=O)C1CCCN(S(=O)(=O)c2cnc(Cl)c(Br)c2)C1 (stereo not drawn)	-21%	·
COc1cccc(NS(=O)(=O)c2ccc(NC(C)=O)cc2)c1	?	·
Cc1ccc(S(=O)(=O)N[C@@H](C)C(=O)N2CCC(C(=O)N3CCC[C@H]3C(=O)O)CC2)cc1	?	-6
O=C1CN(Cc2ccccc2)C(=NCc2ccco2)S1	15%	19
COc1ccc(-c2nnc(SCC(=O)N3CCCC3)o2)c(OC)c1	?	·
Cc1ccc(CNC(=O)CC2C(=O)Nc3c2c(=O)n(C)c(=O)n3Cc2ccccc2)cc1 (stereo not drawn)	29%	28
CCCNC(=O)c1onc(CSc2ccccn2)c1C(=O)NCCC	12%	9
O=c1nc(N2CCCCC2)nc2n1CCO2	?	·
O=C(c1ccco1)N1CCN(C(c2cccs2)c2nnnn2C2CCCCC2)CC1 (stereo not drawn)	20%	6
Cn1c(C(=O)Nc2ccc3c(c2)OCO3)cc2c(=O)n(C)c3ccccc3c21	i	·
CNC(=O)c1cc(Nc2nnc(-c3ccc(O)cc3)c3ccccc23)ccc1OC	8%	11
O=C(N/N=C/c1ccc(N2CCOCC2)cc1)C1COc2ccccc2O1 (stereo not drawn)	?	·
Cc1ccc(N2C(=O)SC(Cc3ccccc3)C2=O)cc1 (stereo not drawn)	-4%	22
O=C(CCSc1ccccc1Cl)NNC(=O)c1ccncc1	i[0.0737 µM]	0

Shown with each value named: part of the list above.
Cn1c(=O)cc(N2CCCCC2)[nH]c1=O
  Lipid storage S3: 1%
  Lipid storage S3 cell count max: 19
O=C(O)CC(CC(=O)N1CCOCC1)c1ccccc1 (stereo not drawn)
  Lipid storage S3: -5%
  Lipid storage S3 cell count max: 5
Nc1nc(Nc2ccccc2Cl)cc(=O)[nH]1
  Lipid storage S3: ?
  Lipid storage S3 cell count max: ·
O=C(CSc1ncn[nH]1)Nc1ccccc1Sc1ccc(Cl)cc1
  Lipid storage S3: -2%
  Lipid storage S3 cell count max: -6
